Bioassay records (PubChem)
EPAC1 ag – activates human EPAC1 exchange factor | EPAC1 agonist qHTS, biochemical assay; response scale: 100% = response to 6.5 mM cAMP | Potency, µM (titrated, usually from 154 µM), without a hit: at the highest dose activation, most hits filed as activators | 360,000 tested, 0.073% active | AID 720707; further: nearly all actives have a fitted effect of over 60% in size
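Multi-concentration qHTS readout: loss of Rap1B-bound BODIPY-GDP fluorescence driven by 100 nM EPAC1 with excess GDP (50 uM), monitored kinetically at room temperature; agonist response expressed relative to 6.5 mM cAMP.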
aSyn yeast inh – rescues yeast growth from alpha-synuclein toxicity; Yeast expressing alpha-synuclein, growth rescue, BacTiter-Glo, 24 h; Potency, µM (titrated, usually from 46.1 µM), without a hit: at the top dose growth rescue (activation), usual class: activators; 370,000 tested, 0.14% active; AID 652106; further: % of control where 0% means no effect; nearly all actives have a fitted effect of over 65% in size
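Readout is rescue of growth in alpha-synuclein-expressing yeast, so inhibitors of toxicity appear as activators. Growth after 24 hr at 30 deg C in galactose medium is quantified by luminescence.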
TDP-43 yeast inh – inhibitors of TDP-43 toxicity in yeast; TDP-43 expressing yeast growth rescue, BacTiter-Glo, 24 h; Potency, µM (top dose mostly 46.1 µM), inactives show at the highest dose growth rescue (activation), usual class: activators; 410,000 tested, 1.8% active; further: % of control where 0% means no effect; nearly all actives have a fitted effect of over 50% in size
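Luminescence from BacTiter-Glo reports growth of TDP-43-expressing yeast after 24 hr at 30 deg C with compound. Cells were raffinose-pregrown to mid-log, then seeded in galactose medium at OD600=0.02.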
EPAC2 antagonist – blocks human EPAC2 exchange factor | Q8WZA2 | EPAC2 GEF exchange of Rap1B-BODIPY-GDP, fluorescence | Potency, µM (doses to about 114 µM), for inactives: at the top dose activity, negative = inhibition, hits mostly inhibitors | 360,000 tested, 0.18% active | AID 720708; further: on the % scale 0 is the no-effect control and ±100 the full control effect; nearly all actives have a fitted effect of over 45% in size; many of its hits are not listed in these tables
PTHR1 ag – activates the human parathyroid hormone receptor PTHR1; Q03431; HEK293 GP2 PTHR1 cells, GloSensor cAMP luminescence, 1 h; Potency, µM (top dose mostly 115 µM), inactives show at the top dose activation, usual class: activators; 410,000 tested, 0.075% active; further: nearly all actives have a fitted effect of over 55% in size; some results filed as inactive show a strong effect at the top dose; inactives centre near -15; many of its hits are not listed in these tables
Target sequence (Q03431 whole entry, looked up): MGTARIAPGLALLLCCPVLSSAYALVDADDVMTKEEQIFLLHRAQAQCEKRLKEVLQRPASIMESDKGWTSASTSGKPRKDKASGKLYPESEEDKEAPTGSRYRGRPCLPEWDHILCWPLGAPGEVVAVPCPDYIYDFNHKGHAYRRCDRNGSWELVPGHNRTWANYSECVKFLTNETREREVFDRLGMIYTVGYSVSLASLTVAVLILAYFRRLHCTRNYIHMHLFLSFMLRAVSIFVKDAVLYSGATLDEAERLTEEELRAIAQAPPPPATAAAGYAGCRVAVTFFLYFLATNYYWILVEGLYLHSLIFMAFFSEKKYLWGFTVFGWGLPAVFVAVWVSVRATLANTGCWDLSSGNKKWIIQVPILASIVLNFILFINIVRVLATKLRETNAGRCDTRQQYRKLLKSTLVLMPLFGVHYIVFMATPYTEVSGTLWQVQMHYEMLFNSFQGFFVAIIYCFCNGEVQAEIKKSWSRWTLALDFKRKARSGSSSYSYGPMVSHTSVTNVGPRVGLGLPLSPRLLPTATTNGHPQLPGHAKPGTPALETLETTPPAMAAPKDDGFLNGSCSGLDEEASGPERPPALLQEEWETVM
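HEK-293-derived GP2 cells expressing PTHR1 and a GloSensor cAMP reporter, 3,000/well, plated overnight, given luciferin plus IBMX (each 0.5 mM as added) for 1 h at 37 °C, then compound for 1 h at 37 °C. Luminescence was read after 15 min at room temperature.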
FUS suppressor – rescues growth of FUS-expressing yeast; 390,000 tested, 0.24% active; Potency, µM (series often up to 76.6 µM), for inactives: at the top dose growth rescue (activation), hits mostly activators; S. cerevisiae FUS-expressing, growth rescue, OD600, 24 h;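 further: plate controls were DMSO vehicle for no effect and reference control for full effect; nearly all actives have a fitted effect of over 55% in size; some results filed as inactive show a strong effect at the top dose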
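Read-out: OD at 600 nm after 24hr at 30C, reporting rescue of FUS-induced yeast toxicity. Cells at OD 0.005 in galactose (2%) minimal medium; compounds tested in a dilution series; CP55940 titration from 92uM final as control.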
EPAC1 antagonist – EPAC1 (human) antagonism | AID 720709 | 360,000 tested, 0.14% active | Potency, µM (doses to about 115 µM), for inactives: top-dose activity change, negative = inhibition, usual class: inhibitors | O95398 | EPAC1 GEF assay, Rap1b-BODIPY-GDP exchange fluorescence;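 further: plate controls were vehicle for no effect and positive control for full effect; nearly all actives have a fitted effect of over 50% in size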
EPAC2 ag – EPAC2 (human) agonism; Potency, µM (titrated, usually from 154 µM), for inactives: at the top dose activation, most hits filed as activators; EPAC2 activation, biochemical qHTS; response scale: 100% = 6.5 mM cAMP response; 360,000 tested, 0.079% active; Q8WZA2; further: nearly all actives have a fitted effect of over 50% in size
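Compounds were titrated in qHTS against a Rap1B-BODIPY-GDP (250 nM) complex with EPAC2 (100 nM) and GDP (50 uM). BODIPY-GDP release tracked at 480/540 nm over 30 min at room temperature, normalized to 6.5 mM cAMP.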
* marks the source's active call; other numbers are inactive results; i = inactive; ? = inconclusive; · = not tested or not shown; [ ] = another dose, or the depositor's remark. The call rests on the fitted dose curve; in most records, active means well fitted curve in the direction sought with a large enough effect; inconclusive means small, poorly fitted or top-dose-only effect, or another doubt; inactive means no such curve, though single readings can be large; an effect the other way counts as inactive or inconclusive. Potency means the concentration at half of the fitted maximal effect. A portion of the library; the hit share may differ from the screen's.

SMILES	EPAC1 ag	aSyn yeast inh	TDP-43 yeast inh	EPAC2 antagonist	PTHR1 ag	FUS suppressor	EPAC1 antagonist	EPAC2 ag
CCN1CCN(C(=O)c2ccc3c(c2)c(C)c(C)n3Cc2ccccc2)CC1	-2%	6%	12%	-6%	i	7%	-12%	6%
COc1ccc(-c2nnc(SC(C)C#N)o2)cc1 (stereo not drawn)	-1%	-4%	?	10%	i	8%	4%	-2%
CCN(C(=O)CSc1n[nH]c(-c2cc(Cl)ccc2OC)n1)C1CCS(=O)(=O)C1 (stereo not drawn)	-10%	3%	0%	7%	i	-4%	8%	-2%
O=C(NC1CCN(C(=O)Nc2cccc(F)c2)CC1)c1ccco1	0%	-5%	-19%	2%	?	8%	?	11%
O=C(C1CCN(S(=O)(=O)c2ccc(F)cc2)CC1)N1CCOCC1	10%	0%	-16%	1%	i	8%	8%	6%
CCOC(=O)N1CCN(C(=O)CCCn2c(=S)[nH]c3ccc(Br)cc3c2=O)CC1	0%	1%	?	6%	i	22%	3%	-5%
CCC(C(=O)Nc1cccc(C(F)(F)F)c1)c1ccccc1 (stereo not drawn)	-2%	-39%[inhibitor]	?	-1%	i	-22%	-24%	-10%
Cc1ccc(-c2nc3ccccn3c2NCc2ccc3c(c2)OCO3)cc1	20%	-6%	13%	-6%	-11%[57.5 µM]	-1%	-2%	26%
O=C(N/C(=C/C=C\c1ccccc1)C(=O)N1CCOCC1)c1ccc(Br)cc1	4%	3%	-8%	1%	i	43%	5%	1%
O=C(c1ccc([N+](=O)[O-])cc1)n1nc(-c2ccccc2)nc1NCc1ccccc1	-2%	-2%	-4%	20%	i	3%	10%	1%
COc1ccc(/C=C(\NC(=O)c2cccs2)C(=O)Nc2cccc3ccccc23)cc1OC	1%	5%	7%	1%	i	36%	-18%	7%
CCOC(=O)C1CCCCN1C(=O)c1ccc2nc(Cc3ccc(OC)cc3)oc2c1 (stereo not drawn)	-3%	3%	21%	-17%	i	?	-25%	-5%
COc1ccc(-c2cc(C(F)(F)F)n3nc(C(=O)Nc4cc(C)on4)cc3n2)cc1OC	-4%	-1%	-9%	1%	i	-3%	12%	-18%
C/C(=C/C(=O)NCc1ccccc1)C(=O)O	-6%	-2%	-18%	0%	-19%	·	10%	-6%
Cc1ccc(C(=O)NCc2ccccc2)cc1Br	8%	11%	?	-6%	i	·	-4%	7%
CC(=O)N(CCc1ccccc1)Cc1cc2ccc(C)c(C)c2[nH]c1=O	2%	19%	-40%[inhibitor]	0%	i	25%	-10%	1%
CCN1CCN(CCCNC(=O)C2CCN(c3nnc(-n4c(C)ccc4C)s3)CC2)CC1	-5%	-1%	11%	3%	-18%	-17%	3%	7%
Cc1ccc(C(=O)c2cc(C)sc2N)cc1	8%	15%	?	?	-7%	9%	-30%	-12%
CCOC(=O)c1c(C)[nH]c(C)c1S(=O)(=O)N(C)CC(=O)Nc1cccc(C)n1	11%	-9%	1%	2%	-9%	-6%	-7%	7%
COc1ccc(-c2nc3nc(C)cc(=O)n3[nH]2)cc1	0%	2%	3%	-4%	i	-6%	1%	4%
CCOC(=O)Nc1cccc2ccccc12	1%	-7%	-4%	5%	?	11%	12%	3%
O=C(COc1ccccc1Br)Nc1ccccc1C(F)(F)F	6%	25%	?	?	-18%	-8%	-8%	11%
O=[N+]([O-])c1ccc(/C=N/n2c(-c3ccccc3)n[nH]c2=S)cc1	8%	1%	-9%	0%	-37%[inhibitor]	11%	-14%	-5%
CCCOc1ccccc1/C=C1\SC(N2CCCCC2)=NC1=O	5%	3%	-13%[1.82 µM]	-13%	-19%	16%	-9%	0%
N#C/C(=C/c1cccs1)c1ccccn1	13%	7%	10%	-5%	i	15%	5%	0%

Part of the list above in order of molar mass, high to low.
SMILES	EPAC1 ag	aSyn yeast inh	TDP-43 yeast inh	EPAC2 antagonist	PTHR1 ag	FUS suppressor	EPAC1 antagonist	EPAC2 ag
CCN1CCN(C(=O)c2ccc3c(c2)c(C)c(C)n3Cc2ccccc2)CC1	-2%	6%	12%	-6%	i	7%	-12%	6%
Cc1ccc(-c2nc3ccccn3c2NCc2ccc3c(c2)OCO3)cc1	20%	-6%	13%	-6%	-11%[57.5 µM]	-1%	-2%	26%
O=C(C1CCN(S(=O)(=O)c2ccc(F)cc2)CC1)N1CCOCC1	10%	0%	-16%	1%	i	8%	8%	6%
COc1ccc(-c2nnc(SC(C)C#N)o2)cc1 (stereo not drawn)	-1%	-4%	?	10%	i	8%	4%	-2%
Cc1ccc(C(=O)c2cc(C)sc2N)cc1	8%	15%	?	?	-7%	9%	-30%	-12%
C/C(=C/C(=O)NCc1ccccc1)C(=O)O	-6%	-2%	-18%	0%	-19%	·	10%	-6%

Remaining list, next part:
SMILES	EPAC1 ag	aSyn yeast inh	TDP-43 yeast inh	EPAC2 antagonist	PTHR1 ag	FUS suppressor	EPAC1 antagonist	EPAC2 ag
O=c1cc(CS(=O)(=O)c2ccccc2)nc(-c2ccncc2)[nH]1	-1%	-6%	22%	7%	-15%	-17%	-10%	0%
CC(=O)Nc1ccc(S(=O)(=O)Nc2ccc(S(=O)(=O)N3CCCCCC3)cc2)cc1	1%	0%	6%	-8%	-9%	29%	-9%	6%
Cc1ccc(S(=O)(=O)N2CCC(C(=O)NNS(=O)(=O)c3ccc(Cl)cc3)CC2)cc1	-4%	-2%	14%	1%	-22%	20%	7%	1%
COC(=O)c1ccccc1NC(=O)COC(=O)c1ccccc1N=Nc1ccc(N(C)C)cc1	12%	-7%	-6%	-10%	-25%	9%	?	11%
CC(C)CNC(=O)COC(=O)CCC(=O)c1ccc(F)cc1	2%	6%	22%	4%[57.1 µM]	-7%[57.5 µM]	1%	12%	0%
CCCC(C)(C)C(=O)N1CCC1(C)C(=O)NS(=O)(=O)c1ccccc1Cl (stereo not drawn)	-8%	4%	25%	1%	-3%	3%	-10%	6%
c1ccc(-c2ccccc2OCCN2CCOCC2)cc1	-1%	-11%	16%	1%	i	0%	-2%	-1%
CC(C)(C)c1ccc(S(=O)(=O)Nc2ccc(Cc3ccncc3)cc2)cc1	10%	-5%	-15%	-19%	-92%[inhibitor]	·	-21%	2%
COc1ccc(C(=O)OCC(=O)NC(C)CCc2ccccc2)cc1OC (stereo not drawn)	0%	-3%	16%	11%	-7%	11%	14%	9%
CS(=O)(=O)c1ccccc1-c1nnc(NC(=O)COc2ccc(Cl)cc2)o1	1%	1%	-16%	-6%	-62%[inhibitor]	20%	-9%	8%
CCN(CC(=O)NCc1ccc(Cl)cc1)C(=O)CN1C(=O)NC(CC)(c2ccccc2)C1=O (stereo not drawn)	-2%	-2%	0%	10%	-12%	26%	2%	8%
Cc1ccc(S(=O)(=O)NCC(=O)OCC(=O)Nc2cccc(S(=O)(=O)N3CCOCC3)c2)cc1	-3%	1%	4%	-2%	-20%	10%	12%	-4%
CC1=C(C(=O)OCC2CCCO2)C(c2ccc(C)cc2)C2=C(CC(C)(C)CC2=O)N1 (stereo not drawn)	-2%	-4%	9%	-12%	-26%	16%	7%	3%
CCCN1CNC(=S)N(c2ccccc2C)C1	-13%	8%	-22%	9%	7%	26%	-5%	15%
CC(=O)c1ccc(S(=O)(=O)N(C)CCCC(=O)NCc2ccc3c(c2)OCO3)cc1	3%	0%	-23%	25%	-44%[inhibitor]	21%	15%	6%
C[C@H]1CN([C@@H](C)CO)C(=O)c2cccc(NC(=O)C3CC3)c2O[C@H]1CN(C)CC1CCCCC1	0%	0%	-1%	0%	i	-6%	-9%	-5%
CC(NC(=S)Nc1ccc(OC(F)F)cc1OC(F)F)C(C)(C)C (stereo not drawn)	-5%	-5%	12%	-17%	-17%	16%	-9%	16%
CC(=O)NC(c1ccc(Cl)cc1)c1ccc2cccnc2c1O (stereo not drawn)	-2%	?	11%	20µM*	-12%	2%	-12%	9%
O=C(N/N=C/C=C/c1ccco1)c1cccnc1	9%	-5%	-16%	-2%	i	23%	-13%	12%
CC(=O)NCCNC(=O)C1(C)Cc2c(-c3ccc(C(N)=O)cc3)ccnc2O1 (stereo not drawn)	-3%	-8%	0%	33%[activator]	i	-15%	-5%	6%
Cc1ccc2cn[nH]c2c1NC(=S)NC(=O)c1ccccc1	3%	11%	0%	3%[57.1 µM]	-1%[57.5 µM]	17%	11%	6%
COC(=O)C1=C(C(=O)OC)[C@]2([C@H]3CCCCN[C@@H](Cc4ccccc4)C(=O)N3Cc3ccccc3)C=C[C@H]1O2	-7%	-4%	-15%	-21%	-30%	?	-16%	0%
O=C(Nc1ccccc1O)C(c1ccccc1)c1ccccc1	11%	5%	-3%	-27%	-26%	-4%	-15%	16%
Cc1nc2scc(C)n2c(=O)c1S(=O)(=O)Nc1ccc(OC(F)(F)F)cc1	-11%	?	?	-26%	-14%	22%	-12%	3%
CCOC(=O)c1cccc(NC(=O)c2c(N)n(C)c(=O)[nH]c2=O)c1	1%	0%	15%	20%	-5%	-14%	-5%	4%
The list continues.
SMILES	EPAC1 ag	aSyn yeast inh	TDP-43 yeast inh	EPAC2 antagonist	PTHR1 ag	FUS suppressor	EPAC1 antagonist	EPAC2 ag
CCc1ccc[n+](-c2[nH]c(=O)sc2/C=N/N=C(\[O-])c2cccnc2)c1	-12%	0%	-14%	8%	-10%	-11%	-5%	-1%
COc1ccccc1N1CCN(/N=C\c2ccc(C)o2)CC1	3%	0%	16%	-2%	-34%	1%	-2%	3%
C=CCNc1nc(NCc2cccc(OC)c2)c2sc(-c3ccccc3)cc2n1	1%	-14%	?	2%	-30%[inhibitor]	-3%	-9%	5%
CC(C)(C)c1ccc(N2C(=O)CC(C/C=C/c3ccccc3)C2=O)cc1 (stereo not drawn)	-2%	3%	15%	3%	i	-7%	5%	1%
O=C(NC(=S)NCC1CCCO1)c1ccc(Br)o1 (stereo not drawn)	1%	4%	0%	6%	i	-4%	9%	7%
CCOC(=O)C1CCN(C(=O)CNC(=O)c2nn(-c3ccc(OC)cc3)c(=O)c3ccccc23)CC1	3%	0%	-1%	7%	-25%	-6%	-11%	2%
COc1ccc(CNC(=O)C(CC(C)C)NC(=O)c2ccccc2C)cc1 (stereo not drawn)	-6%	-3%	-24%	4%	9%	-6%	0%	2%
CCOC(=O)c1nn(-c2sc(C(=O)OC)c(C)c2C(=O)OC)cc1O	1%	-1%	1%	0%	3%[57.5 µM]	-15%	2%	2%
CCc1nn(CC(=O)NCCCN2CCN(C)CC2)c(=O)c2cc3sc(C)cc3n12	4%	-2%	-6%	0%	i	-13%	-9%	-3%
CCc1ccc(NC(=O)NNC(=O)CCc2ccccc2)cc1	-7%	4%	-16%	6%	i	11%	-22%	3%
